G9a inh – inhibitors of human histone lysine methyltransferase G9a | Q96KQ7 | Potency, µM (titrated, usually from 102 µM), for the others: top-dose activity, negative = inhibition, usual class: inhibitors | G9a H3K9 monomethylation, AlphaScreen, 2 h | actives 8.8% (n = 350,000); also: % is scaled to controls: 0 for no effect and ±100 for the full control effect; nearly all actives have a fitted effect of over 75% in size
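Signal arises when biotinylated H3K9 peptide, once monomethylated, bridges streptavidin donor and antibody-captured acceptor beads. Enzyme at 20 nM was preincubated 15 min with test compounds; peptide 500 nM and SAM 20 uM then reacted for 2 h.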
BAZ2B block – blocks human BAZ2B | actives 4.4% (n = 360,000) | AlphaScreen BAZ2B-H3K14Ac peptide displacement | Potency, µM (doses to about 114 µM), for the others: top-dose activity change, negative = inhibition, actives largely listed as inhibitors; also: % is scaled to controls: 0 for no effect and ±100 for the full control effect; nearly all actives have a fitted effect of over 60% in size
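AlphaScreen displacement: compounds (up to 110uM) incubated 30 min at room temperature with a preformed 50 nM BAZ2B/50 nM biotinylated H3K14Ac peptide complex in PBS pH 7.4 with Tween-20. Donor and acceptor beads at 10 ug/mL final added, 20 min light-protected before reading.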
POLB inh – DNA polymerase beta (human) inhibition | Pol beta primer extension/strand displacement, fluorescence kinetic | actives 1.3% (n = 340,000) | Potency, µM (top dose mostly 114 µM), without a hit: at the highest dose activity change, negative = inhibition, usual class: inhibitors | P06746; also: % is scaled to controls: 0 for no effect and ±100 for the full control effect
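Curves were derived by four-parameter Hill fits of normalized qHTS data. The kinetic fluorescent primer-extension read was taken at 0 and 10 min after 50 nM substrate, following a 15 min room-temperature preincubation of 10 nM enzyme with compounds.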
Pol kappa inh – inhibitors of human DNA polymerase kappa | Q9UBT6 | purified Pol kappa, fluorescent DNA synthesis assay, 10 min | Potency, µM (doses to about 107 µM), for the others: top-dose activity, negative = inhibition, hits mostly inhibitors | actives 0.53% (n = 400,000) | AID 588579; also: % is scaled to controls: 0 for no effect and ±100 for the full control effect
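Readout: fluorescence, taken kinetically at 0 and 10 min. Conditions: 10 nM Pol kappa, 15 min RT compound preincubation, 50 nM substrate final. Controls: enzyme-free buffer wells.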
JMJD2A Tudor inh – JMJD2A Tudor domain (human) inhibition. Potency, µM (highest dose often 114 µM), without a hit: top-dose activity change, negative = inhibition, hits mostly inhibitors. AID 504339. O75164. AlphaScreen JMJD2A-Tudor / H3K4me3 peptide binding. actives 4.4% (n = 390,000); also: % is scaled to controls: 0 for no effect and ±100 for the full control effect; nearly all actives have a fitted effect of over 50% in size
Target sequence (O75164 whole entry, looked up, the tested form may be a part): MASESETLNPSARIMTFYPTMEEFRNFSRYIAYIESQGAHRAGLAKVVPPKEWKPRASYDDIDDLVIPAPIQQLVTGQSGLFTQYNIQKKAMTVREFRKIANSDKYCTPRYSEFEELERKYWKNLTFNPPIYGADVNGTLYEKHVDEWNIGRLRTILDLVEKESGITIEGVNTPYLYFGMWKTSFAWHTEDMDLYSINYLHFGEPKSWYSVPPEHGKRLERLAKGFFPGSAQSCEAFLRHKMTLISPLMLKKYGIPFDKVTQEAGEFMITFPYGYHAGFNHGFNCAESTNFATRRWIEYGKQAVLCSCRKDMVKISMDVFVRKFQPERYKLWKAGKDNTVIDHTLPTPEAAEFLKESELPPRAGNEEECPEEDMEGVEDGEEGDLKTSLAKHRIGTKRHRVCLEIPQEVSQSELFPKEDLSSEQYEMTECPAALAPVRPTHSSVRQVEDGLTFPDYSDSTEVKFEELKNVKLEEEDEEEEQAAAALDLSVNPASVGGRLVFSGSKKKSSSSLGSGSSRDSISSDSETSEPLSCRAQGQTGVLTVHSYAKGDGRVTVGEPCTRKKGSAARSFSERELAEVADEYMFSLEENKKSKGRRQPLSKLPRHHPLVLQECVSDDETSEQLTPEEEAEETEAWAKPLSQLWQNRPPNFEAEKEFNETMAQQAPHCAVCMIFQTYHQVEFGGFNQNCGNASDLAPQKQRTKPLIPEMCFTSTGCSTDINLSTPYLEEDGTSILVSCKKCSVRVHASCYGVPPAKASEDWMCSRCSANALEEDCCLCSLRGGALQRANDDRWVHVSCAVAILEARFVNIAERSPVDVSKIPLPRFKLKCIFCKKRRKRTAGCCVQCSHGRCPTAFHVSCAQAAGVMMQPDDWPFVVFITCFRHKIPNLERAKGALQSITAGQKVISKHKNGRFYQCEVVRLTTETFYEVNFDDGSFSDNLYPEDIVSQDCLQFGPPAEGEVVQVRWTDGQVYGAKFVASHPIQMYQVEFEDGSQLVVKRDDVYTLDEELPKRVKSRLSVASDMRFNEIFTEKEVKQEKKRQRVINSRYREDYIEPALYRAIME
Pol iota inh – DNA polymerase iota (human) inhibition; Pol iota fluorescent replication assay, 10 min; Q9UNA4; Potency, µM (top dose mostly 115 µM), without a hit: top-dose activity, negative = inhibition, usual class: inhibitors; actives 1% (n = 390,000)
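Fluorescent replication assay read twice, at 0 min and 10 min after adding 50 nM (final) substrate. Enzyme (10 nM) and compounds were first incubated 15 min at room temperature; enzyme-free buffer wells were negative controls.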
APEX1 inh – blocks human APE1 abasic DNA cleavage. actives 0.35% (n = 350,000). Potency, µM (doses to about 65.8 µM), for the others: top-dose activity change, negative = inhibition, most hits filed as inhibitors. P27695. AID 2517. recombinant APE1, TAMRA/BHQ-2 abasic DNA cleavage fluorescence;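 also: plate controls were vehicle for no effect and reference inhibitor for full effect; nearly all actives have a fitted effect of over 55% in size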
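Quantitative HTS: incision of a TAMRA/BHQ-2 double-stranded substrate bearing a tetrahydrofuran abasic site by 0.75 nM APE1 raises fluorescence. Substrate 50 nM final, added after 15 min compound preincubation at room temperature; progress as third-minus-first kinetic read difference.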
POLH inh – inhibitors of human DNA polymerase eta; Q9Y253; recombinant Pol eta, fluorescent DNA replication assay; Potency, µM (series often up to 114 µM), without a hit: at the highest dose activity change, negative = inhibition, most hits filed as inhibitors; actives 1.2% (n = 390,000); AID 588591; also: % is scaled to controls: 0 for no effect and ±100 for the full control effect
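Fluorescent replication assay: 50 nM final substrate added after a 15 min room-temperature compound preincubation with 10 nM enzyme. Signal taken at 0 min and again at 10 min.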
BLM helicase inh – Bloom syndrome helicase (human) inhibition; actives 0.2% (n = 350,000); Potency, µM (titrated, usually from 56.1 µM), for the others: top-dose activity change, negative = inhibition, usual class: inhibitors; AID 2528; P54132; recombinant BLM DNA unwinding, fluorescence dequenching;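 also: plate controls were vehicle for no effect and no enzyme for full effect; nearly all actives have a fitted effect of over 35% in size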
An asterisk follows results filed as active; ? = inconclusive; . = no result given; & = joins results of further samples; ! = a repeat was not active; [ ] = remark or other dose. Calls follow the shape of the dose curve; as a rule, active = well fitted curve in the direction sought with a large enough effect; inconclusive = small, poorly fitted or top-dose-only effect, or another doubt; inactive = no such curve, though single readings can be large; an effect the other way counts as inactive or inconclusive. Potency is read from the fitted curve at half-maximal effect. Not all compounds are listed. The share of hits here may be higher or lower than overall.

SMILES	G9a inh	BAZ2B block	POLB inh	Pol kappa inh	JMJD2A Tudor inh	Pol iota inh	APEX1 inh	POLH inh	BLM helicase inh
CCCOc1ccc(C(=O)Nc2ccc(C)cc2[N+](=O)[O-])cc1	11%	3%	22%	-11%	-17%	2%	6%	1%	-1%
COc1ccc(N(CC(=O)NCc2ccc3c(c2)OCO3)S(=O)(=O)c2c(C)nn(C)c2C)cc1	79µM*	7%	26%	-12%	-4%	-11%	14%	-13%	-1%
C=C(C)Cn1c(SCC(=O)c2ccc(Br)cc2)nc2sc3c(c2c1=O)CCCC3	12%[59 µM]	0%	-21%	4%	4%	18%	.	-8%	2%
Cc1cc(C)n(/N=C\c2c(O)ccc3ccccc23)c(=O)c1C(N)=O	1.1µM*	1%	16%	-19%	89µM*	30%[activator]	-1%	1%	0%
O=C(COC(=O)CSc1ccc(Cl)cc1)NCCc1ccccc1	54%[activator]	57%[activator]	.	-14%	17%	-4%	0%	-12%	.
O=C(NCc1nc(-c2ccc(Cl)cc2)no1)c1ccco1	-2%	-9%	42%	-15%	-23%	17%	-12%	-3%	-4%
Cc1ccc(C)c(N2CCN(C(=O)CC3Sc4ccccc4NC3=O)CC2)c1 (configuration not stated)	30%[12.7 µM]	-34%	8%	-10%	-33%	9%	-5%	-13%	-11%
Cc1csc(SCC(=O)c2ccc(S(=O)(=O)N3CCOCC3)cc2)n1	28µM*	-7%	-2%	-8%	56µM*	20%	-2%	9%	-4%
CCC(C)NC(=O)CN(c1cc(C)cc(C)c1)S(=O)(=O)c1c(C)[nH]c(=O)[nH]c1=O (configuration not stated)	.	2%	-1%	-9%	-9%	-6%	-11%	-4%	0%
COc1ccc(C(=O)OCC(=O)NC(=O)CCSc2ccccc2)cc1	-3%[59 µM]	-12%	3%	5%	1%	-1%	3%	-21%	-1%
CCOc1cc(C(=O)NCc2nc(-c3cccc(C)c3)no2)cc(OCC)c1OCC	-4%[59 µM]	-2%	5%	-1%	-16%	-7%	.	-9%	-1%
CC(C)Oc1ccc(CNC(=O)c2cc(S(=O)(=O)N3CCOCC3)cn2C)cc1	5%	-16%	13%	-2%	-8%	27%	-2%	-2%	1%
CCN(CC(=O)Nc1ccccc1C(=O)OC)S(=O)(=O)c1ccc(OC)cc1	-27%[12.7 µM]	-6%	-12%	-7%	-3%	10%	9%	-14%	-6%
Fc1cccc2sc(Nc3nc4ccccc4s3)nc12	?	10%	31%	-23%	6%	17%	3%	-2%	-4%
Oc1ccccc1-c1nc(NCc2ccco2)c2ccccc2n1	5%[12.7 µM]	-12%	7%	-21%	-20%	-12%	19%	-4%	-5%
O=C(NCCSc1ccccc1)c1ccco1	17%	46%[activator]	6%	-2%	-4%	?	1%	4%	-8%
COc1ccc(-n2nc3cc(C)c(NC(=O)c4ccc(-c5ccc(Cl)cc5)o4)cc3n2)cc1	10%[59 µM]	4%	1%	-15%	-17%	12%	.	-14%	-4%
CC(=O)C1=C(O)C(=O)N(c2ccc(O)cc2)C1c1ccccc1 (configuration not stated)	?	?	-6%	0%	9%	4%	5%	-16%	-5%
Cc1cccc(OCC(=O)Nc2ccc3c(c2)nc(CCNC(=O)c2ccco2)n3C)c1	-6%[59 µM]	1%	-4%	-14%	-3%	-5%	.	5%	1%
COc1ccc(-c2cc(-c3ccccc3O)[nH]n2)cc1	19%	13%	-1%	1%	-4%	11%	-14%	-22%	-6%
CCOC(=O)C1=C(C)Nc2ccccc2N=C1NC(=O)c1cccc(S(=O)(=O)N(C)C)c1	11%[59 µM]	6%	13%	-5%	0%	10%	-2%	?	-3%
COC(=O)/C(=C\Nc1ccc(Cl)c2ccccc12)c1ncc(C(F)(F)F)cc1Cl	0%[59 µM]	-1%	24%	-15%	-15%	-9%	16%	-12%	-2%
CSc1cccc(NC(=O)CC(c2cccs2)N2Cc3ccccc3C2=O)c1 (configuration not stated)	2%[59 µM]	-20%	2%	3%	-13%	-14%	.	-3%	-3%
O=C(CN1C(=O)NC(Cc2ccccc2)C1=O)Nc1ccccc1 (configuration not stated)	24%[59 µM]	0%	1%	5%	-8%	0%	7%	-13%	1%
CC1CCN(S(=O)(=O)c2ccc3c4c2CC(=O)N4CC(C)S3)CC1 (configuration not stated)	-37%[59 µM]	-35%	22%	-9%	-33%	49%[activator]	48%[activator]	2%	-3%
Cc1nc2c(o1)CCc1ccccc1C2N1CCN(C)CC1 (configuration not stated)	6%[59 µM]	-36%	4%&29%	-19%&3%&5%	89µM*!	86%&38%[activator]	-4%&-2%	-3%&0%&-17%	2%&3%
COc1ccc(CNC(=O)c2cc3c(=O)[nH]c4ccccc4c3s2)cc1	10%[59 µM]	.	3%	-10%	4%	-14%	.	.	-3%
O=C(NC1CC1)C1=C[C@@H](c2ccccc2)C[C@@H](OCCCCO)O1	-10%[59 µM]	-10%	3%	-9%	-7%	-8%	0%	1%	-2%
CCCCC(=O)Nc1ccc(N2CCN(S(C)(=O)=O)CC2)cc1	?	?	-22%	4%	-35%	14%	1%	-7%	-2%
COc1cc(OC)cc(C(=O)Nc2ccc(-n3cnnn3)c(C)c2)c1	3%	-2%	-16%	-2%[60.1 µM]	-10%	36%[activator]	0%	-8%	3%
CC1CC(C)(C)CC2(C1)NC(=O)N(CC(=O)NCCc1ccc3c(c1)OCCO3)C2=O (configuration not stated)	4%	-3%	?	-4%	-3%	117%[activator]	-4%	-22%	1%
Cn1c(SCC(=O)NNC(=O)Cc2ccccc2)nc2ccccc2c1=O	16%	-7%	24%	5%	22µM*	?	11%	-3%	-4%
CCOC(=O)c1c(NC(=O)C(=O)N/N=C(\C)c2ccc(OC)cc2)sc2c1CCCCC2	25%[59 µM]	-2%	0%	-11%	-12%	27%	-1%	-18%	-7%
CCS(=O)(=O)NCC(c1ccco1)N1CCN(c2ccccc2)CC1 (configuration not stated)	11%[59 µM]	-1%&13%	2%	-6%[60.1 µM]	-7%&-16%	?	-4%	-18%&-13%	1%&8%
CC(C)CC(CC(C)C)=NNC(=O)c1ccc2c(c1)OCO2	-5%	-31%	3%	3%	-18%	33%[activator]	2%	-17%	0%
COc1ccc(NC(=S)N(CCCN2CCCC(C)C2)Cc2cccs2)cc1 (configuration not stated)	10%[59 µM]	?	21%	-2%	-17%	23%	3%	-3%	-2%
CCN(CC)S(=O)(=O)c1cccc(-c2nnc(SCC(=O)NC)n2CCc2ccccc2)c1	?	5%	9%	-13%	2%	7%	6%	-7%	4%
O=C(c1cc(C2CC2)nn1-c1ccccc1)N1CCN(c2ccc(O)cc2)CC1	2.8µM*	?	.	-20%	32µM*	15%	13%	-2%	.
Cc1ccc(S(=O)(=O)N2CCCCC2)cc1NC(=O)COC(=O)c1ccc(O)cc1	11%	-21%	24%	-15%	-21%	-1%	0%	-8%	-7%
CCOC(=O)c1[nH]c2cc3c(cc2c1NC(=O)CN1CCC2(CC1)OCCO2)OCO3	8%	-38%	2%	-26%	7%	-11%	?	-10%	2%
CC(=O)c1cccc(NC(=O)CSc2nc3c(c(=O)[nH]2)CCC3)c1	-8%[59 µM]	-8%	1%	-9%	-19%	3%	.	.	-2%
C[C@H](CO)N1C[C@H](C)[C@@H](CN(C)C(=O)Nc2ccc(F)cc2)Oc2ccc(NS(C)(=O)=O)cc2C1=O	.	.	.	11%	-2%	7%	0%	-3%	.
Cn1c(C(=O)NCCCN2CCN(c3ccccc3F)CC2)cc2c(=O)[nH]c3ccccc3c21	17%[2.33 µM]	-9%	16%	6%	-26%	19%	-1%	-10%	-12%
CCCN(CCC)CCNC(=O)c1cn(C)c(=O)c2c1c1ccccc1n2C	4%	7%	?	4%	-12%	-14%	2%	-11%	-6%
O=C(NC1CC1)C1CCN(S(=O)(=O)c2cc(Cl)ccc2Cl)CC1	13µM*	56µM*	-26%	0%	-2%	4%	6%	-19%	-3%
O=C(NCCS(=O)(=O)N1CCN(c2ccc(F)cc2)CC1)c1ccccc1Br	2%[59 µM]	-6%	0%	-11%[60.1 µM]	-17%	35%[activator]	.	-18%	1%
COc1cc(C(=O)NCC(c2ccccc2)N(C)C)ccc1OCC(=O)N1CCOCC1 (configuration not stated)	-31%	-13%	27%	4%	-8%	68%[activator]	?	-5%	-1%
CCN1CCN(C(=O)NS(=O)(=O)c2ccc(C)cc2)CC1	-35%	3%	9%	6%	-3%	4%	34%	4%	3%

Three structures from above, arranged by number of heavy atoms, rising:
SMILES	G9a inh	BAZ2B block	POLB inh	Pol kappa inh	JMJD2A Tudor inh	Pol iota inh	APEX1 inh	POLH inh	BLM helicase inh
CSc1cccc(NC(=O)CC(c2cccs2)N2Cc3ccccc3C2=O)c1 (configuration not stated)	2%[59 µM]	-20%	2%	3%	-13%	-14%	.	-3%	-3%
Cc1ccc(S(=O)(=O)N2CCCCC2)cc1NC(=O)COC(=O)c1ccc(O)cc1	11%	-21%	24%	-15%	-21%	-1%	0%	-8%	-7%
CC1CC(C)(C)CC2(C1)NC(=O)N(CC(=O)NCCc1ccc3c(c1)OCCO3)C2=O (configuration not stated)	4%	-3%	?	-4%	-3%	117%[activator]	-4%	-22%	1%

The results go on.
SMILES	G9a inh	BAZ2B block	POLB inh	Pol kappa inh	JMJD2A Tudor inh	Pol iota inh	APEX1 inh	POLH inh	BLM helicase inh
OCCSc1nc(-c2ccccc2)nc2c1CCC2	-2%[59 µM]	5%	24%	-13%	-3%	23%	-2%	-10%	-1%
Cc1ccccc1NCC(=O)Nc1cc(S(=O)(=O)N2CCCCC2)ccc1C	3%[12.7 µM]	-5%	.	-4%	-29%	6%	18%	-8%	.
COCCCN1C(=O)c2ccc(C(=O)Nc3cccc(OC)c3)cc2C1=O	-20%	-7%	-18%	-1%	3%[11.4 µM]	9%	4%	0%	-1%
COc1ccccc1C(=O)N/N=C(\C)c1ccc(NC(=O)C2CC2)cc1	19%[59 µM]	4%	38%	-14%	4%	83%[activator]	-3%	5%	-2%
CCOC(=O)c1ccc(S(=O)(=O)N2CCN(C3CCCC3)CC2)cc1	-10%	-19%	?	-5%	-14%	54%[activator]	-4%	-11%	-2%
O=C(NCCN1CCN(C(=O)c2ccc([N+](=O)[O-])cc2)CC1)C(=O)NCc1ccccc1	20%	-13%	0%	6%	0%	46%[activator]	2%	6%	-1%
O=C(CN1CCC(n2nnc3cc(C(F)(F)F)ccc32)CC1)Nc1ccc2c(c1)CCC2	-5%[59 µM]	-7%	15%	-12%	-15%	1%	1%	?	-7%

Screening data: PubChem, National Center for Advancing Translational Sciences (NCATS)
